BAZ2B inh: inhibitors of human BAZ2B bromodomain | Q9UIF8 | AlphaScreen BAZ2B-H3K14Ac peptide displacement | Potency, µM (top dose mostly 114 µM), for the others: at the top dose activity change, negative = inhibition, usual class: inhibitors | 4.4% of 360,000 active | AID 504333; also: potency is read from the fitted curve at half-maximal effect; nearly all actives have a fitted effect of over 60% in size
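AlphaScreen luminescence quantifies BAZ2B engagement of H3K14Ac peptide; the protein and biotinylated peptide are both at 50 nM final, buffer PBS pH 7.4 with 0.01% Tween-20, all steps at room temperature.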
GLS inh: blocks human kidney-isoform glutaminase activity | Potency, µM (top dose mostly 45.5 µM), without a hit: at the highest dose activity change, negative = inhibition, usual class: inhibitors | AID 624170 | GLS enzymatic activity, qHTS titration | 0.21% of 410,000 active | O94925; also: potency is read from the fitted curve at half-maximal effect
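Enzyme dispensed in phosphate buffer (45 mM, pH 8.2, 0.02% Tween-20), compounds pinned in, then 1 mM L-glutamine solution and the glutamate oxidase–HRP–Amplex Red mix added; fluorescence read immediately and again after 30 min at room temperature.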
PI4K2A inh: inhibitors of human PI4K2A. activity change, negative = inhibition, % at 76.9 µM. 0.13% of 420,000 active. purified PI4K2A, ADP-Glo luminescence, 1 h; hits give low values. Q9BTU6; in the data active = activity change below about -50%; inconclusive = mostly about -30% to -49%;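 also: -100% = wells without enzyme as full effect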
Target sequence (Q9BTU6 whole entry, looked up): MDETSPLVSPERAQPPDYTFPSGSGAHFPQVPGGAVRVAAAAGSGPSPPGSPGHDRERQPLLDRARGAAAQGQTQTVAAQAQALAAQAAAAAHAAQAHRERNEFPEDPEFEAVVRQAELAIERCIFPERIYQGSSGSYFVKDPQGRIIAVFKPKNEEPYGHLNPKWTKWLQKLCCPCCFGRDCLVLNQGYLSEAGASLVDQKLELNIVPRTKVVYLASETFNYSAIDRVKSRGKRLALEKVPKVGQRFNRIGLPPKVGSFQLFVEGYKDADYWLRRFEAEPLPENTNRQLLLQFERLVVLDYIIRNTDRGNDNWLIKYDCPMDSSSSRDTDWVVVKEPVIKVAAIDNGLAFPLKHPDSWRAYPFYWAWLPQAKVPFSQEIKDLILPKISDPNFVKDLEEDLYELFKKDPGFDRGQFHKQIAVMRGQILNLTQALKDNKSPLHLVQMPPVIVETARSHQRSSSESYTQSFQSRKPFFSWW
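ADP-Glo luminescence measured ADP generated by PI4K2A enzyme (4 ug/mL before mixing) with 1.2 mM PI substrate (pre-mix) and 300 microM ATP (pre-mix). Tris pH7.5 buffer with MgCl2, Triton X-100; 1 h reaction at ambient temperature.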
G9a inh: inhibitors of human histone lysine methyltransferase G9a | Potency, µM (top dose mostly 102 µM), for the others: top-dose activity, negative = inhibition, hits mostly inhibitors | G9a H3K9 monomethylation, AlphaScreen, 2 h | AID 504332 | 8.8% of 350,000 active | Q96KQ7; also: potency is read from the fitted curve at half-maximal effect; nearly all actives have a fitted effect of over 75% in size
Target sequence (Q96KQ7 913-1193 limits assumed): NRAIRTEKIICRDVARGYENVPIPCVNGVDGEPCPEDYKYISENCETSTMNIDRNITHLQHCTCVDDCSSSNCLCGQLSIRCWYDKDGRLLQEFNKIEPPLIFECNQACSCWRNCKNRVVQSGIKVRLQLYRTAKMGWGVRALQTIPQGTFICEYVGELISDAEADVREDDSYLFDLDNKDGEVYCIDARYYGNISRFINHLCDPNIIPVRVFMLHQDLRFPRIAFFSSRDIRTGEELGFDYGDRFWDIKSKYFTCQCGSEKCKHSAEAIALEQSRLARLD
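Methyltransferase reactions run at room temperature for 2 h (20 nM enzyme, 500 nM biotin-H3K9 peptide, 20 uM SAM) after a 15 min compound preincubation; product detected by AlphaScreen beads and anti-H3K9me1 antibody.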
Pin1 inh: inhibitors of human Pin1 | Q13526 | Pin1 FP peptide displacement, HiFluor488, 10 min | Potency, µM (doses to about 115 µM), without a hit: top-dose activity, negative = inhibition, usual class: inhibitors | 0.009% of 390,000 active | AID 504891; active = well fitted inhibition curve with a large enough effect in the polarisation, with a control signal flat, not every such curve was filed as active; inconclusive = small, poorly fitted or top-dose-only effect, or effect the other way, or a change in a side signal; inactive = no such curve, though single readings can be large or run the other way; the % refers to the polarisation; also: potency is read from the fitted curve at half-maximal effect
Target sequence (Q13526 whole entry, looked up): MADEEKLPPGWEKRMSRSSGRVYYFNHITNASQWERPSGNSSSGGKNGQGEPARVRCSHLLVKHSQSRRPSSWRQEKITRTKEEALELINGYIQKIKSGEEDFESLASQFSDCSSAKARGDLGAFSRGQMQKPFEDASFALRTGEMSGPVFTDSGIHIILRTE
Active calls of the source: *; ? = inconclusive; · = no result given; & = joins results of further samples; ! = not active in a repeat; [ ] = another dose, or the depositor's remark. Unless noted, calls follow the shape of the dose curve; as a rule, active = well fitted curve in the direction sought with a large enough effect; inconclusive = small, poorly fitted or top-dose-only effect, or another doubt; inactive = no such curve, though single readings can be large; an effect the other way counts as inactive or inconclusive. Unless noted, % is scaled to controls: 0 for no effect and ±100 for the full control effect.

Values run as follows: BAZ2B inh	GLS inh	PI4K2A inh	G9a inh	Pin1 inh
- O=C(O)Cc1cc(I)c(Oc2ccc(O)c(I)c2)c(I)c1
 : -11%	3%[20 µM]	·	?	·
- N[C@H](C(=O)O)[C@H](Cc1ccccc1)C(=O)O
 : ·	·	-1	7.1µM*	·
- CCCCC/C=C\CC(O)/C=C/c1cccc(CC(O)CCCCO)n1 (centres undefined)
 : ·	·	1	17µM*!	·
- N#C/C(=C\c1c[nH]c2ccccc12)C(=O)c1ccc(O)c(O)c1
 : ·	·	4	18µM*	·
- c1cncc(CNc2ccnc(-c3ccc4c(c3)OCO4)n2)c1
 : ·	·	1	6%[0.501 µM]	·
- OC[C@H]1O[C@H](n2cnc3c(N[C@H]4CCC[C@@H]4O)ncnc32)[C@H](O)[C@@H]1O
 : ·	·	3	39%[activator][59 µM]	·
- O=c1ccc2ccc(O)c(O)c2o1
 : ·	·	-3	0.84µM*	·
- C=CC(C)=C[C@@]1(C)SC(=O)C(C)=C1O
 : ·	·	0	34%[59 µM]	·
- C[C@H](Cc1ccc(O)c(O)c1)[C@@H](C)Cc1ccc(O)c(O)c1
 : ·	·	-3	0.79µM*	·
- C=CC(=O)c1ccc(CCCCCC)cc1
 : ·	·	32	11µM*	·
- O=C1O/C(=C/Br)CCC1c1cccc2ccccc12 (centres undefined)
 : ·	·	6	27%[59 µM]	·
- NC1CONC1=O (centres undefined)
 : ·	·	0	?	·
- CCOC(=O)C1=C(C)NC(C)=C(C(=O)OCC)C1c1c(F)c(F)c(F)c(F)c1F
 : ·	·	0	37%[activator][59 µM]	·
- Cc1nc2n(c(=O)c1CCN1CCC(c3noc4cc(F)ccc34)CC1)CCCC2O (centres undefined)
 : ·	·	-4	30µM*	·
- NS(=O)(=O)C#Cc1ccccc1
 : ·	·	-3	10%[59 µM]	·
- N=S(=O)(O)Cc1noc2ccccc12
 : ·	·	-1	2%[59 µM]	·
- CNCCNS(=O)(=O)c1cccc2cnccc12
 : ·	·	-7	30µM*	·
- CCc1ccc(/C=C2/SC(=S)NC2=O)cc1
 : ·	·	0	?	·
- O=c1ccc2c(OCCCCc3ccccc3)c3ccoc3cc2o1
 : ·	·	1	41%[activator][59 µM]	·
- NCCNS(=O)(=O)c1cccc2c(Cl)cccc12
 : ·	·	-1	9%[59 µM]	·

(further entries)
Values run as follows: BAZ2B inh	GLS inh	PI4K2A inh	G9a inh	Pin1 inh
- C=C1C(=O)O[C@@H]2[C@H]3O[C@]3(C)CCC=C(C)CC[C@@H]12
 : ·	·	10	43%[activator][12.7 µM]	·
- CC(C)(C)c1ccc(S(=O)(=O)/C=C/C#N)cc1
 : ·	·	15	0.95µM*	·
- Clc1ccc(N2CCN(Cc3cc4ccccn4n3)CC2)cc1
 : ·	·	3	14%[59 µM]	·
- NC1(C(=O)O)CCCCC1
 : ·	·	-3	1.9µM*!	·
- Cc1cc2c(cc1Cl)N(C(=O)Nc1ccnc3ccccc13)CC2
 : ·	·	1	?	·
- Nc1ncnc2c1c(I)cn2[C@@H]1C[C@H](N)[C@@H](O)[C@H]1O
 : ·	·	-22	6.7µM*	·
- CC1CC2C3CCC4=CC(=O)C=C[C@]4(C)[C@@]3(F)[C@@H](O)C[C@]2(C)[C@@]1(O)C(=O)CO (some centres undefined)
 : ·	·	2	24%[59 µM]	·
- COc1ccccc1CNCCCCCCNCCCCCCCCNCCCCCCNCc1ccccc1OC
 : ·	·	2	10µM*!	·
- CN1CCc2cc(NC(=O)Nc3cccnc3)ccc21
 : ·	·	-3	44%[activator][12.7 µM]	·
- NC1CCN(O)C1=O (centres undefined)
 : ·	·	0	29%[59 µM]	·
- CCCCCCCCCCCCCCCCCC(=O)NCC(COP(=O)([O-])OCC[N+](C)(C)C)OCC (centres undefined)
 : ·	·	4	13µM*	·
- O=C1Nc2ccc(I)cc2/C1=C/c1cc(Br)c(O)c(Br)c1
 : ·	·	-5	21µM*	·
- Nc1nc2c(cnn2CCc2ccccc2)c2nc(-c3ccco3)nn12
 : ·	·	4	?	·
- O=Nc1ccc2oc(=O)ccc2c1
 : ·	·	-4	2.2µM*	·
- C#C[C@]1(O)CC[C@H]2[C@@H]3CCC4=Cc5oncc5CC4(C)[C@H]3CCC21C (some centres undefined)
 : ·	·	-4	-12%[59 µM]	·
- Fc1ccc(CN(C2=NCCN2)c2c(Cl)cccc2Cl)cc1
 : ·	·	0	2%[59 µM]	·
- N#CC(C#N)=C(N)/C(C#N)=C/c1ccc(O)cc1
 : ·	·	3	?	·
- CC(C)COc1ccc(-c2csc(N3CCC(C(N)=O)CC3)n2)cc1
 : ·	·	-3	·	-9%
- CC(=O)Nc1sc2c(c1-c1nc3ccccc3s1)CCCNC2
 : ·	·	-2	·	?
- NC(=O)C1CCN(c2nc(-c3ccc(OCc4ccccc4)cc3)cs2)CC1
 : ·	·	-4	·	-7%

(next part)
Values run as follows: BAZ2B inh	GLS inh	PI4K2A inh	G9a inh	Pin1 inh
- O=C(NCCCc1ccccc1)C1CCN(c2nc(-c3ccc(Br)cc3)cs2)CC1
 : ·	·	1	·	26%
- CC(=O)Nc1sc2c(c1-c1nc3ccccc3s1)CCN(C(C)=O)C2
 : ·	·	-10	·	?
- O=C(Nc1sc2c(c1-c1nc3ccccc3s1)CCNC2)C(F)F
 : ·	·	-2&-1	·	?
- O=C(NCc1ccccc1)C1CCN(c2nc(-c3ccc(Br)cc3)cs2)CC1
 : ·	·	1	·	15%
- CC1=C(C(=O)N(C(C)C)C(C)C)CC(CC(=O)NCCCN(C)C)C(=O)N1Cc1ccc(C(C)(C)C)cc1 (centres undefined)
 : ·	-12%	3	·	·
- Cc1ccc(OCCN2CCC2(C)C(=O)Nc2ccc3c(c2)OCCO3)cc1 (centres undefined)
 : ·	-3%	-3	·	·
- CC1(C(=O)NS(=O)(=O)c2ccccc2Cl)CCN1C(=O)Cc1ccccc1 (centres undefined)
 : ·	-1%	0	·	·
- CCc1ccc([C@H]2[C@@H]3C(=O)C[C@@H]4C(=O)N(Cc5ccccc5)C(=O)[C@@H]4[C@@H]3CN2S(=O)(=O)c2ccc(C)cc2)cc1
 : ·	5%	-3	·	·
- CCN(C)C1CN(Cc2cn(Cc3ccc(C(F)(F)F)cc3)nn2)S(=O)(=O)C1 (centres undefined)
 : ·	8%	-3	·	·
- OCCNc1ncnc2c1ncn2[C@H]1CN(Cc2ccncc2)C[C@@H](CO)O1
 : ·	0%	10	·	·
- CCCCn1nnnc1C(c1cc2ccccc2o1)N(C)Cc1ccc(Cl)cc1 (centres undefined)
 : ·	-13%	-2	·	·
- COc1ccccc1-c1cc2nc(NCCOc3ccccc3)ccn2n1
 : ·	-2%	2	·	·
- O=C(Nc1ccc2c(c1)OCO2)C1Cc2c(-c3cccnc3)ccnc2O1 (centres undefined)
 : ·	1%	-2	·	·
- CCCS(=O)(=O)NC(=O)C1(C)CCCN(C(=O)c2ccc(F)cc2Cl)C1 (centres undefined)
 : ·	0%	-4	·	·
- CC1(C(=O)N2CCCCC2)CCN1C(=O)Cc1ccc(-c2ccccc2)cc1 (centres undefined)
 : ·	-4%	-1	·	·
- CCCCNC(=O)C1(C)CCN1C(=O)Cc1cccc2ccccc12 (centres undefined)
 : ·	0%	0	·	·
- CCCS(=O)(=O)NC(=O)C1(C)CCN(C(=O)Cc2cccc3ccccc23)C1 (centres undefined)
 : ·	-1%	0	·	·
- COCCNC(=O)C1CCCN(Cc2cccc(C(F)(F)F)c2)CC1 (centres undefined)
 : ·	3%	-3	·	·
- Cc1noc(C)c1C(=O)N1CCC1(C)C(=O)NS(=O)(=O)Cc1cccc(Cl)c1 (centres undefined)
 : ·	3%	-3	·	·
- CC(=O)NCCNc1nc2cc(-c3ccc(C)cc3)sc2c(=O)n1C
 : ·	-2%	-3	·	·

The list goes on.
Values run as follows: BAZ2B inh	GLS inh	PI4K2A inh	G9a inh	Pin1 inh
- COc1ccccc1C(O)c1ncc(-c2cccc3ccccc23)[nH]1 (centres undefined)
 : ·	8%	-3	·	·
- O=C(NCCN1CCC(n2c(=O)[nH]c3ccccc32)CC1)c1ccc(Cl)c(Cl)c1
 : ·	3%	-2	·	·
- O=C(Nc1cccc(Cl)c1Cl)c1csc([C@@H]2O[C@H](CO)[C@H](O)[C@H](O)[C@H]2O)n1
 : ·	2%	-4	·	·
- CC(C)(C)[C@H](NC(=O)c1ccc(N)c(Cl)c1)C(=O)N1CCC[C@H]1C(=O)N[C@H](C#N)CC(=O)O
 : ·	-3%	-5	·	·
- O=C1c2ccccc2C(c2nnnn2Cc2ccccc2)N1CCOc1ccccc1 (centres undefined)
 : ·	-7%	3	·	·
- COc1ccccc1-c1cc2nc(NCCc3ccncc3)ccn2n1
 : ·	6%	-3	·	·
- O=C(NCCc1ccc(O)c(Br)c1)c1ccc(Br)o1
 : ·	9%	4	·	·
- CC(C)=CCC[C@H](C)C[C@@H]1CC2=C(C(=O)OC(C)(C)O2)[C@@H](c2ccc(F)cc2)O1
 : ·	0%	-2	·	·
- CCc1nc2ccc(C(=O)N3CCN(S(=O)(=O)CC)CC3)cn2c1N(C=O)Cc1ccc(OC)cc1
 : ·	4%	0	·	·
- CCc1nc2ccc(C(=O)NCCCN3CCCC3=O)cn2c1N(CC)C(=O)NCCc1ccccc1
 : ·	6%	1	·	·
- CC(=O)Nc1cc(-c2ccc(C(=O)N3CCOCC3)cc2)cn2c(-c3cccc(C(F)(F)F)c3)cnc12
 : ·	5%	-9	·	·
- COC(=O)c1ccc2nc(-c3ccc(C#N)cc3)c(Cc3cccc(F)c3)n2c1
 : ·	-6%	-6	·	·
- COC(=O)N1CCCCC1c1cc(C(=O)Nc2ccccc2Cl)no1 (centres undefined)
 : ·	-5%	-1	·	·
- COc1ccc(CN2C(=O)CCC2(C)c2nnnn2-c2ccc3c(c2)OCCO3)cc1 (centres undefined)
 : ·	-20%	3	·	·
- CC1(C(=O)NCCc2ccccc2)Cc2c(-c3ccccc3)ccnc2O1 (centres undefined)
 : ·	-3%	-1	·	·
- O=C(NCc1ccccc1)c1cc(C2CCCN(C(=O)CCCc3ccccc3)C2)on1 (centres undefined)
 : ·	-3%	4	·	·
- O=C(N[C@H]1c2ccccc2C[C@H]1O)[C@H]1O[C@@H](n2ccc(=O)[nH]c2=O)[C@H](O)[C@@H]1O
 : ·	2%	-2	·	·
- CCCCN(C=O)c1c(CC)nc2c(OCc3ccc(Cl)cc3Cl)cccn12
 : ·	-1%	-3	·	·
- CCNC(=O)C1(C)CCN(C(=O)c2cccc(C#N)c2)C1 (centres undefined)
 : ·	5%	-3	·	·
- O=c1[nH]cc(F)c(=O)n1C1OC(CO)C(O)C1O (centres undefined)
 : ·	-17%	5	·	·

Source: PubChem (National Center for Advancing Translational Sciences (NCATS))

Not all compounds are listed; count on the stated rates, not on these rows.
